# Ecoli WT growth = blocks growth of wild type E. coli BW25113; E. coli BW25113 growth inhibition, OD600; inhibition, % at 10 µM; 0.05% of 20,000 active; AID 552; in the data active means inhibition above about 40%;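 further: bacteria exposed to compound for 20 hours at 37 °C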
#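 Material: bacterial strain in a whole-cell growth screen; Amount: inoculum from a 1:1000 dilution of a 1.5 h subculture; Buffer or medium: LB plus kanamycin 50 µg/mL; Dosing: one dose, 10 µM final; Times: compound exposure of 20 h at 37 °C; Measured by: absorbance at 615 nm as a measure of bacterial growth.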
# Starred values were filed as active, the others as inactive; & = joins results of further samples. Only part of the results is shown (hit frequency here may not be typical).
SMILES,Ecoli WT growth
CCOC(=O)c1cnc(-n2nc(C)cc2C)nc1Nc1cccc(C(C)=O)c1,-1
Cc1ccc(-c2cc(C(=O)NCCCn3ccnc3)c3cc(Br)ccc3n2)o1,-14
Cc1cc(C)n2nc(C(=O)Nc3cccnc3)nc2n1,4
Nc1ccccc1NC1=CC(=O)CC(c2ccco2)C1 (stereo not drawn),-20
O=C1c2cccnc2C(=O)N1c1ccccc1-c1ccccc1,-28
COC(=O)c1cc(OC)c(OC)cc1NC(=O)CC1CCCCC1,5
CCN(CC)S(=O)(=O)c1ccc2c(c1)nc(SCn1nnc3ccccc3c1=O)n2CC,-3
COc1ccc(O)c(-c2cn[nH]c2-c2cccs2)c1,-16
CC1C(O)=C(c2nc3ccccc3[nH]2)C(=N)N1c1ccccc1 (stereo not drawn),-4
O=C(CSc1nnc(SCc2ccc(Cl)cc2)s1)N1CCN(C(=O)c2ccco2)CC1,2
O=C(O)CCn1c(SCc2ccccc2)nc2ccccc21,17
O=C1CCC(=O)N1OCCCOc1ccc2c(c1)CCC2,-17
COC(=O)CSc1ncccc1-c1nc2ccccc2[nH]1,10
CCOC(=O)N1CCN(C(=O)c2cn(CC)c3cc(N4CCN(C)CC4)c(F)cc3c2=O)CC1,71*
COc1ccc(C2NC3=C(CCCC3)C(C#N)(C#N)C2(C#N)C#N)cc1 (stereo not drawn),-6
COC(=O)c1ccccc1NC(=O)C1CCCN(S(=O)(=O)c2ccccc2)C1 (stereo not drawn),-16
COc1ccccc1N1CCN(C(=O)N2CCOCC2)CC1,14
CC(=O)Nc1ccc(S(=O)(=O)N2CCN(C(C)CCc3ccccc3)CC2)cc1 (stereo not drawn),-1
O=c1oc2c3c4c(cc2cc1-c1nc2ccccc2[nH]1)CCCN4CCC3,-1
CCOc1cc(C(=O)Nc2ncccn2)cc(OCC)c1OCC,-1
CC(=O)c1cccc(NC(=O)c2cccc(S(=O)(=O)N(C)C)c2)c1,-15
COc1ccc2nc(-n3c(C)ccc3C)sc2c1,-19
Cc1ccc(OCC(=O)N2CCN(C(=O)CCC3CCCC3)CC2)cc1,0
CC(=O)Oc1ccc(Oc2ccc(-c3noc(C)n3)cc2)cc1,2
CCSc1nnc(NC(=O)C2CCCN(S(=O)(=O)c3cnc[nH]3)C2)s1 (stereo not drawn),-3
CCN1CCN(C(=O)Cn2ncc3ccsc3c2=O)CC1,9
CCOC(=O)c1ccc(NC(=O)Nc2c(C)nn(C)c2C)cc1,-17
CCC(C(=O)Nc1ccccc1C(=O)N1CCCC1)N1C(=O)c2ccccc2C1=O (stereo not drawn),-2
CCN(CC)C(=O)COc1ccc2oc(C)c(C(=O)OC(C)C)c2c1,2
COc1ccc(NC(=O)COc2nc(N(C)C)nc(N(C)C)n2)cc1,7
CC(=O)Nc1ccc(S(=O)(=O)Nc2nc3c(s2)CCCC3)cc1,8
CC(C)(C)OC(=O)NCCc1nnc(SCc2ccccc2Cl)o1,-15
O=C(CS(=O)(=O)Cc1ccccc1)Nc1ccccn1,-14
Cn1c(COc2ccccc2)nnc1SCCC(=O)Nc1ccccc1,-12
CC(NS(=O)(=O)c1ccc(Br)cc1)C(N)=O (stereo not drawn),-14
COc1cccc2cc(-c3nnc(SCC(=O)Nc4cc(C(F)(F)F)ccc4Cl)n3N)oc12,-14
CC(=O)c1cccc(NC(=O)NCc2cccnc2)c1,-22
c1ccc(NCCCNc2ccccc2)cc1,-16
Cn1cc(CNC(=O)Nc2ccc3c(c2)OCO3)cn1,2
CCCn1nnnc1NCc1ccccc1OCc1ccc(F)cc1,3
COc1cccc(C(=O)NCCC2=CCCCC2)c1OC,6
CCn1c(CNC(=O)Cc2ccc(OC)cc2)nnc1SCC(=O)Nc1nccs1,4
CC1CCc2ccc(F)cc2N1S(=O)(=O)c1cccs1 (stereo not drawn),-18
CCOC(=O)c1ccc(-n2ncc(C(=O)OCC)c2N)cc1,8
CCN(CC)S(=O)(=O)c1ccc(Cl)c(C(=O)OC)c1,-3
Cc1cc(C)c(S(=O)(=O)N(CC(=O)N2CCCC2)C2CCCCC2)c(C)c1,-21
COc1ccc(CSCCN)cc1Cl,-9
N#CCSCC(=O)Nc1ccccc1,-18
COc1ccc(OC)c(S(=O)(=O)N(C)CC(=O)N2CCN(c3ccccc3F)CC2)c1,-17
O=C(NC1CCCC1)NS(=O)(=O)c1ccccc1Cl,4

# Next section:
SMILES,Ecoli WT growth
C[C@]12CCC(=O)C=C1CC[C@@H]1[C@@H]2C(=O)C[C@@]2(C)[C@H]1CC[C@]2(O)C(=O)CO,0
COc1cc(N(C)C)c(NC(C)=O)cc1C(=O)O,-15
CCOc1ccc(-c2nc(-c3ccncc3)no2)cc1OCC,-17
COc1cccc(C2=NOC(C(=O)N3CCN(c4ccccc4)CC3)C2)c1OC (stereo not drawn),12
O=C(NCc1ccccn1)C(F)(F)C(F)(F)C(=O)NCc1ccccn1,-22
CCCC(=O)Nc1ccc(C(=O)NCCCn2ccnc2)cc1,-12
CCOC(=O)c1ccc(N(CC(=O)NC2CCCC2)C(=O)CNC(=O)c2ccco2)cc1,1
COc1ccc(CCNC(=O)c2cnn3cccnc23)cc1OC,-16
NC(=O)C(Cc1ccccc1)NS(=O)(=O)c1ccc(N2CCCC2=O)cc1 (stereo not drawn),3
Cc1cc(C)n(C(=O)c2cccc(S(=O)(=O)N3CCOCC3)c2)n1,-17
CC1CCN(CC(=O)NCc2ccccc2)CC1,-22
O=C(C1CC1)N1CCC(c2nc(-c3ccc(S(=O)(=O)NCC4CCCO4)cc3)no2)CC1 (stereo not drawn),7
C=CCC(NCc1ccco1)c1ccc(OC)cc1OC (stereo not drawn),0
CCN(CC)c1nc2nonc2nc1N(CC)CC,8
CN(Cc1ccccc1)Cc1nc2c(c(=O)n(C)c(=O)n2C)n1Cc1ccc(Cl)cc1,-4
O=C(Nc1ccc(Cl)cc1C(=O)Nc1ccc(Br)cn1)c1ccco1,-8
CCOc1ccc2nc(NC(=O)C(NS(=O)(=O)c3cccs3)C(C)C)sc2c1 (stereo not drawn),-1
C=C(C)c1cccc(C(C)(C)NC(=O)N2CCN(C)CC2)c1,-20
Cc1cc(C)cc(NC(=O)CN(C)S(=O)(=O)c2cnc[nH]2)c1,0
Cn1nnnc1SCC(=O)N1CCN(C(c2ccccc2)c2ccccc2)CC1,4
CCSc1nnc(NC(=O)c2csc3c2CCC(C)C3)s1 (stereo not drawn),-14
C=CCNc1sc(C(=O)C(C)(C)C)c(N)c1C#N,-8
COc1ccccc1-c1cn(S(=O)(=O)c2ccc(F)cc2)nc1N,-20
O=C(NCCN1CCCC1)C1COc2ccccc2O1 (stereo not drawn),7
O=C(NCCc1ccccc1)C1CC(c2ccccc2O)=NO1 (stereo not drawn),-18
CC1(C)CC(CCC(=O)Nc2ccccc2Cl)C(=O)O1 (stereo not drawn),-2
Clc1ccc(OCc2nnc(SCCN3CCCCC3)n2Cc2ccco2)cc1,8
Cc1nc2c(-c3ccccc3)c(C)nn2c(C)c1CCC(=O)NCc1ccco1,7
CCn1c(CNC(=O)c2ccc(OC)cc2)nnc1SCC(=O)c1ccccc1,0
Cc1oc(-c2ccccc2Cl)nc1CSCC(=O)N1CCCC1,5
CCn1c(SCC(=O)N2c3ccccc3Sc3ccccc32)nnc1-c1ccco1,-2
Cc1ccc(-c2cc(C(=O)N3CCN(C(=O)c4ccco4)CC3)no2)cc1,-15
COc1ccc(-c2noc(CCCOc3ccccc3)n2)cc1OC,2
CCOC(=O)CSc1ncnc2c1cnn2-c1ccc(C)cc1,2
COC(=O)C1=C(C)OC(N)=C(C#N)C1c1ccccc1 (stereo not drawn),-3
Cc1cc(NC(=O)COc2cccc(Oc3ccccc3)c2)no1,-1
N#Cc1ccc(CSc2nnc(Cc3cccs3)n2Cc2ccco2)cc1,-16
C/C=C/c1ccc(OCCCCN2C(=O)NC(C)(C)C2=O)c(OC)c1,-17
COc1ccccc1-c1nnc2sc(-c3ccc(N(C)C)cc3)nn12,-1
Cc1ccc(CN2CCN(C(=O)C3CCC3)CC2)cc1,-1
O=C(O)CCNc1ccc2c(c1)OCCO2,-7
Nc1nc(Cl)nc2c1ncn2[C@H]1C[C@H](O)[C@@H](CO)O1,1&9
CN1CCN(C(=O)C2CCN(S(=O)(=O)c3ccc4c(c3)oc(=O)n4C)CC2)CC1,-1
c1ccc(OCCCCn2cnc3ccccc32)cc1,2
CCOc1ccccc1Nc1nc(N)nc(CSc2nncn2C)n1,-4
COc1ccc(C)cc1S(=O)(=O)N1CCN(S(=O)(=O)c2cc(C)ccc2OC)CC1,1
O=C(Nc1ncc(Br)s1)C1CCCN1S(=O)(=O)c1cccc2cccnc12 (stereo not drawn),2
COc1ccc(C2CC(C(F)(F)F)n3nc(C(=O)NCc4cn(C)nc4C)c(Cl)c3N2)cc1 (stereo not drawn),-20
CS(=O)(=O)N(CC(=O)NCC1CCCO1)c1ccc(F)c(Cl)c1 (stereo not drawn),-23
O=C(CC(c1ccccc1)c1cc(Cl)ccc1O)N1CCOCC1 (stereo not drawn),-19

# The listing continues.
SMILES,Ecoli WT growth
CCCN1C(=O)C(O)(CC(=O)c2cccc(OC)c2)c2ccccc21 (stereo not drawn),-29
CC1(C)CC2CC(C)(CN2C(=O)CN2C(=O)c3ccccc3C2=O)C1 (stereo not drawn),-23
CC(C)(Oc1ccc(Cl)cc1)C(=O)Nc1ccc2oc(-c3ccncc3)nc2c1,-16
CCn1c(-c2c[nH]c3ccccc23)n[nH]c1=S,-19
CCOC(=O)N1CCN(c2cc(=O)n(-c3ccc(OCC)cc3)c(=O)[nH]2)CC1,17
COC(=O)c1cccc(NC(=O)Cc2coc3cc(OC)ccc23)c1,5
CCOC(=O)N1CCN(Cc2nc3c(c(=O)n(C)c(=O)n3C)n2Cc2ccccc2)CC1,-1
COc1ccc2c(c1OC)C(=O)OC2CC(=O)c1ccc(O)cc1 (stereo not drawn),-2
COc1ccc(NC(=O)CCc2ccccc2)cc1NC(=O)c1ccco1,-1
CN(C=O)CP(=O)(O)CCN1CCCC1=O,-1
O=C(CCCCCn1c(=O)[nH]c2ccsc2c1=O)N1CCCCC1,-5
CCn1ncc(NC(=O)Nc2cccc(C(F)(F)F)c2)c1C(N)=O,-17
c1cn2cc(CSC3CCCCC3)nc2s1,8
CCOc1ccc(-c2noc(COC)n2)cc1OC,-8
CCn1c(SCC(=O)Nc2ccc(C(C)=O)cc2)nc2ccccc21,-7
Cc1ccc(S(=O)(=O)N(CC(=O)N2CCC(C(N)=O)CC2)Cc2ccc(F)cc2)cc1,4
COc1ccc(-c2csc(NC(=O)c3cc(C)on3)c2C#N)cc1OC,-18
Cc1ccc(S(=O)(=O)C2(C(=O)Nc3nccs3)CC2)cc1,-4
COc1c(Br)cc2c(C)c(C(=O)O)oc2c1Br,12
O=S(=O)(NCC1CCCO1)c1ccc(Oc2ccccc2)cc1 (stereo not drawn),5
CC(C)Cn1c(-c2ccc(F)cc2)n[nH]c1=S,5
O=C(CSc1nnnn1-c1ccccc1)N1CCc2ccccc2C1,-19
C=CCn1c(SCc2ccccc2C#N)nnc1-c1cc(Br)ccc1O,-22
COC(=O)c1ccccc1NC(=O)c1noc2c1CC(C(C)(C)C)CC2 (stereo not drawn),-2
COc1ccc(CN2CC(C(=O)NCc3ccccn3)CC2=O)cc1 (stereo not drawn),0
CSc1nnc(NC(=O)c2ccc(C)c(S(=O)(=O)N3CCOCC3)c2)s1,-17
c1cc2c(cc1C1=Nn3c(nnc3C3CCCCC3)SC1)OCO2,7
CCOC(=O)c1c(NC(C)=O)sc2c(O)cccc12,1
COc1ccc(C(=O)Nc2cccnc2)cc1C(=O)Nc1cccnc1,2
O=C(CN(Cc1ccc(F)cc1)C(=O)c1ccco1)NCc1ccc(F)cc1,-5
CCOc1ccc2nc(N3CCC(C(=O)N4CCN(C5CCCCC5)CC4)CC3)sc2c1,5
Cc1csc(NC(=O)c2sc3nc(-c4cccs4)ccc3c2N)n1,4
O=C(CCN1C(=O)c2ccccc2S1(=O)=O)NCc1ccco1,-2

# Of the compounds above, 16 contain two or more sulfur atoms.
SMILES,Ecoli WT growth
CCN(CC)S(=O)(=O)c1ccc2c(c1)nc(SCn1nnc3ccccc3c1=O)n2CC,-3
O=C(CSc1nnc(SCc2ccc(Cl)cc2)s1)N1CCN(C(=O)c2ccco2)CC1,2
CCSc1nnc(NC(=O)C2CCCN(S(=O)(=O)c3cnc[nH]3)C2)s1 (stereo not drawn),-3
CC(=O)Nc1ccc(S(=O)(=O)Nc2nc3c(s2)CCCC3)cc1,8
CCn1c(CNC(=O)Cc2ccc(OC)cc2)nnc1SCC(=O)Nc1nccs1,4
CC1CCc2ccc(F)cc2N1S(=O)(=O)c1cccs1 (stereo not drawn),-18
CCOc1ccc2nc(NC(=O)C(NS(=O)(=O)c3cccs3)C(C)C)sc2c1 (stereo not drawn),-1
CCSc1nnc(NC(=O)c2csc3c2CCC(C)C3)s1 (stereo not drawn),-14
CCn1c(SCC(=O)N2c3ccccc3Sc3ccccc32)nnc1-c1ccco1,-2
N#Cc1ccc(CSc2nnc(Cc3cccs3)n2Cc2ccco2)cc1,-16
COc1ccc(C)cc1S(=O)(=O)N1CCN(S(=O)(=O)c2cc(C)ccc2OC)CC1,1
O=C(Nc1ncc(Br)s1)C1CCCN1S(=O)(=O)c1cccc2cccnc12 (stereo not drawn),2
c1cn2cc(CSC3CCCCC3)nc2s1,8
Cc1ccc(S(=O)(=O)C2(C(=O)Nc3nccs3)CC2)cc1,-4
CSc1nnc(NC(=O)c2ccc(C)c(S(=O)(=O)N3CCOCC3)c2)s1,-17
Cc1csc(NC(=O)c2sc3nc(-c4cccs4)ccc3c2N)n1,4
